Source: PubChem BioAssay
m5-HT2A agonist = activates the mouse 5-HT2A serotonin receptor. CHO-K1 mHTR2A beta-arrestin complementation, luminescence; percent of 30 µM serotonin response. actives 0.66% (n = 360,000). P35363. activation, % at 7.6 µM;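 active = activation above a run cutoff, the mean activation of all tested compounds plus 3 SD, cut at about 14% in these data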;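 also: 0% = plate median of compound wells and 100% = 30 µM serotonin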
PDI inh = PDI (human) enzyme inhibition; P07237; PDI insulin aggregation turbidity, A650, 90 min; inhibition, % at 10 µM; actives 0.052% (n = 350,000); AID 588391;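 active = mean inhibition across replicates of 30% or more, whatever share of single replicates reach that level; inconclusive = mean inhibition below 30% while every single replicate reaches 30%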;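 also: absorbance from insulin aggregation driven by PDI reduction with DTT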
Target sequence (P07237 whole entry, looked up): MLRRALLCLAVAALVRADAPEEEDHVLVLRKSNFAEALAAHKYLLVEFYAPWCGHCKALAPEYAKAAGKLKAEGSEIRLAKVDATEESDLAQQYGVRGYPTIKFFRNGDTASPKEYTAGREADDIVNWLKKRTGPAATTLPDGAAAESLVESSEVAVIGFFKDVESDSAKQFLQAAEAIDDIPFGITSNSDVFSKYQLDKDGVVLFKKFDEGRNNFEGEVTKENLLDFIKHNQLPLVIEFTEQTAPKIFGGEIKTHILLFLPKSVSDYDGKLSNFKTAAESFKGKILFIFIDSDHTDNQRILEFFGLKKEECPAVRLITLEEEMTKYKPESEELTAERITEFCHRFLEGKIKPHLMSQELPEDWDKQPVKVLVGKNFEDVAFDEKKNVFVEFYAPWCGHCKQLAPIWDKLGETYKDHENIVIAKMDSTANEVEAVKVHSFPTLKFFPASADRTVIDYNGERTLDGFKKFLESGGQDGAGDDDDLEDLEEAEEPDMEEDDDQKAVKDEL
ABHD5-PLIN5 inh = blocks binding of human ABHD5 to perilipin-5; inhibition, % at 4 µM; actives 0.78% (n = 360,000); Split G. princeps luciferase complementation, luminescence, 4 h;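 active = inhibition above the mean inhibition across every tested compound plus 3 SD, cut at about 22% in these data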;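 also: 0% = DMSO only wells and the 100% control is not disclosed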
Granule exo inh = lytic granule exocytosis inhibition. TALL-104 LAMP-1 surface exposure, flow cytometry; cells stimulated with thapsigargin and PMA. inhibition, % at 10 µM. actives 0.66% (n = 360,000). AID 651702;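 active = inhibition above about 55%, limit read from the data; inconclusive = no clear call, values can overlap the other calls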
ABCB6 inh 2 = human ABCB6 transporter inhibition | Q9NP58 | K562-ABCB6 porphyrin accumulation, flow cytometry, 1 h; stronger effect = lower value | fluorescence ratio to DMSO, % at 10 µM | actives 0.19% (n = 360,000);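 active = fluorescence ratio to DMSO below 75%, the collection mean minus 3 SD; inconclusive = too few cells collected in the well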;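 also: signal is porphyrin accumulated inside mitochondria; 100% equals median channel fluorescence of DMSO control wells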
MC4R barr agon = agonists of human melanocortin 4 receptor (MC4R) beta-arrestin. U2OS MC4R beta-arrestin complementation, luminescence; percent of melanotan II response, DMSO zero. activation, % at 8.9 µM. actives 0.98% (n = 360,000). AID 540308;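 active = activation above a per-plate cutoff, the mean activation of sample wells on that plate plus 3 SD, cut at about 8% in these data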
Target sequence (P32245 whole entry, looked up): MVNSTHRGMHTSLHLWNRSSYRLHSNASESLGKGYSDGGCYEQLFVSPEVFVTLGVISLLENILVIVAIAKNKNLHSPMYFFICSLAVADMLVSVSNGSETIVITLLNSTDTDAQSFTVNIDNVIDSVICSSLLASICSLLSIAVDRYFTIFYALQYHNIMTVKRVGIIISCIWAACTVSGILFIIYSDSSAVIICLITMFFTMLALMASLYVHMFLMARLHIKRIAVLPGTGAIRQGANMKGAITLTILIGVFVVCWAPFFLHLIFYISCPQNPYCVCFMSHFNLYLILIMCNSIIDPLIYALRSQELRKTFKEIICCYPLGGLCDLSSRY
H9c2 protect = protects H9c2 cardiomyocytes from peroxide injury; H2O2 injury protection, ATPLite, 2 h; protection from H2O2 cell death, % at 20 µM; actives 0.63% (n = 360,000); AID 588492;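 active = compounds giving at least 50% protection of heart cells from peroxide-induced death in the single-dose screen, raw or plate-pattern-corrected value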;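 also: 0% = DMSO wells with peroxide and 100% = DMSO wells without peroxide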
Glyco luc inh = blocks N-linked glycosylation in D54 reporter cells; actives 0.23% (n = 360,000); D54 ERlucT glycosylation luciferase reporter, 24 h; percent of 100 nM tunicamycin response; reporter increase, % at 12.5 µM; AID 588692;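 active = mean luciferase reporter signal, scaled so untreated is 0 and the glycosylation-blocking control 100, at or above a set limit in every replicate; inconclusive = mean reaches the limit but not every replicate does; inactive = mean below the limit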;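 also: luciferase carries N-glycosylation sites so blocking glycosylation raises the light; 0% = median of neutral control wells and 100% = median of 100 nM tunicamycin wells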
MC4R antag cAMP = human MC4R antagonism in cAMP assay | P32245 | MC4R-expressing cells, MTII-stimulated cAMP, LANCE TR-FRET | inhibition, % at 6.5 µM | actives 0.48% (n = 360,000);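 active = inhibition above its plate's cutoff, the mean of tested wells on that plate plus 3 SD, cut at about 29% in these data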;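 also: 0% = Melanotan II alone and 100% = Melanotan II plus saturating MCL0020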
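System: U2OS-MC4R stable cell line; Technique: Eu-cAMP/anti-cAMP TR-FRET, emission 671 nm; Repeats: single well per compound; Also added: Melanotan II; Dosing: one concentration, 6.5 µM nominal; Schedule: 30-min compound, 1-h challenge, 1-h detection, room temperature.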
CaV13 FRET inh = Primary screen for inhibitors of IQ motif and Ca2+-dependent inactivation inhibitor domain binding in CACNA1D, Förster resonance energy transfer in living cells, … | actives 0.098% (n = 340,000) | inhibition, % at 12.3 µM | HEK cells, CFP/YFP FRET ICDI-IQ, plate reader, 10 min; percent FRET-ratio fall versus neutral wells;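 active = mean replicate inhibition of at least 30% and at least 1% of replicates passing that level; inconclusive = only one of the two criteria is met; inactive = neither criterion is met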;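 also: 0% = median of the neutral control wells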
* = called active by the depositor; ? = inconclusive; . = not tested or not shown.

SMILES	m5-HT2A agonist	PDI inh	ABHD5-PLIN5 inh	Granule exo inh	ABCB6 inh 2	MC4R barr agon	H9c2 protect	Glyco luc inh	MC4R antag cAMP	CaV13 FRET inh
O=C(Nc1ccccc1)N1CCN(c2nc(-c3ccccc3)ns2)CC1	13	-1	-10	20	98	-1.3	-9	-3	8	5
COc1ccc(Cn2nnnc2CN(Cc2cc3cc(C)ccc3[nH]c2=O)C2CCCC2)cc1	-4	-8	1	-3	101	-0.6	11	0	15	-7
CCc1ccc(NC(=S)N2CCN(S(=O)(=O)c3ccccc3)CC2)cc1	12	-5	-5	-3	100	-2.9	-2	-2	3	-7
Cc1ccc(C(=O)N(Cc2cccnc2)Cc2cc3cc(C)ccc3n3nnnc23)cc1	1	-2	1	-2	107	-2.2	9	6	10	1
CN(C)C(=O)c1cn(-c2ccccc2)nc1-c1cc2ccccc2oc1=O	-7	6	-1	0	100	-1.1	0	0	-6	-5
COc1ccc(N(C(=O)c2snc(C(N)=O)c2N)C(C(=O)NC2CCCC2)c2ccco2)cc1 (configuration not stated)	-4	-4	-9	38	97	-1.0	15	-4	9	-4
O=C(Oc1c(-c2ccccc2)oc2ccccc2c1=O)c1ccccc1	-3	-6	1	-3	97	-0.1	32	-1	4	-11
Cc1ccc2c(c1)C1CC(C)(O2)N(c2cccc(C(=O)NC3CCN(Cc4ccccc4)CC3)c2)C(=O)N1 (configuration not stated)	-4	3	3	2	97	0.3	3	-6	-2	-13
c1ccc2c(N3CCCCCC3)nc(-c3ccncc3)nc2c1	-3	-3	0	35	98	-0.5	7	5	-4	.
O=C(/C=C/c1ccccc1Cl)Nc1cccc(O)c1	-2	4	-3	-14	100	1.2	-28	-11	16	-5
O=C(CSc1nnc(-c2ccccn2)o1)Nc1ccccc1	7	6	-2	-1	101	2.8	6	0	-4	-6
Cc1cccc(C(=O)N2CCN(c3ccccn3)CC2)c1	-2	-7	-5	-1	93	-0.3	-1	3	-2	.
CCNc1c(NC(C)=O)c(=O)oc2ccccc12	4	19	-2	5	97	-1.8	5	1	0	-5
Cc1ccccc1-c1nc(C#N)c(N2CCCCC2)o1	-3	2	0	-6	98	-3.1	0	-2	-13	-6
c1ccc(C(c2ccccc2)N2CCN(Cc3nnnn3C3CCCC3)CC2)cc1	1	2	3	-4	106	4.3	-14	-2	-4	0
CCc1ccc(OCC(=O)N2CC(C(=O)OC)Oc3ccccc32)cc1 (configuration not stated)	5	-3	-5	5	96	-1.4	5	0	-2	-12
CCOC(=O)C1(Cc2ccccc2C)CCCN(C(=O)CN2C(=O)CSC2=O)C1 (configuration not stated)	1	6	4	-1	96	-2.1	-2	2	3	-13
O=C(O)c1cn(-c2ccccc2)c(=O)c2ccccc12	-1	6	0	2	101	0.3	2	1	5	-6
CNc1nc(NC)c2cn[nH]c2n1	-1	-3	3	3	93	-0.4	4	0	14	-6
Cc1ccc2c(c1)N(CCC(=O)NC(C)C)C(=O)CO2	0	-2	8	-1	103	-1.5	0	2	11	-5
OCC[C@H]1C[C@@H](O)[C@H](O)[C@]2(OCCCc3ccccc32)O1	-2	5	3	-13	94	-2.0	4	3	9	-11
O=C(Nc1cccc(S(=O)(=O)NC2=NCCC2)c1)c1cc(F)c(F)c(F)c1F	5	5	-16	-1	102	-0.8	-3	2	14	-3
O=C1CCCCCN1CP(=O)(O)CN1CCCCCC1=O	1	10	4	0	104	-0.5	-3	0	10	-5
O=C(NCCN1CCNC1=O)c1ccc2sc([C@@H]3O[C@H](CO)[C@H](O)[C@H](O)[C@H]3O)nc2c1	-3	-6	-12	-2	105	-2.0	0	0	4	-2
Cc1[nH]n(-c2ccc(Cl)cc2)c(=O)c1C(=O)c1ccccc1	-4	17	-8	1	103	-0.9	-1	0	12	-8
CC(=O)Nc1ccc(S(=O)(=O)N(C)CC(=O)Nc2ccc(Br)cc2F)cc1	0	11	-1	-8	94	-1.2	0	-1	9	-2
Cn1c(=O)[nH]c(=O)c2c1nc(CN1CCN(c3ccccc3F)CC1)n2CC(N)=O	-7	-1	-2	-3	99	0.5	1	-1	10	-6
CCN(CC(=O)NCc1ccc(Cl)cc1)C(=O)/C=C/c1ccc(C#N)cc1	11	-13	13	3	98	2.3	3	1	-4	-3
O=C(COC(=O)c1ccccc1O)NCCc1c[nH]c2ccccc12	-6	-15	-2	2	93	0.6	-2	1	6	-4
Cc1cccc(C(=O)Nc2cccnc2Cl)c1	1	3	7	-2	97	0.4	-2	1	2	-2
COc1ccc(-n2nnc3c(=O)n(Cc4ccccc4C)cnc32)cc1	2	-6	-2	-1	100	-1.3	-4	1	-1	-6
CC12CCC(=O)N1C(C(=O)NNC(=O)c1ccc(F)cc1)CS2 (configuration not stated)	-1	-7	-1	-4	105	0.0	-1	2	-3	-4
Cc1ccc(C(=O)NCCNC(=O)COc2ccc(C)c(C)c2)cn1	-7	-1	3	-2	93	-2.3	2	2	-3	-7
CCOC(=O)c1ccc(/[N+]([O-])=C/c2ccccc2)cc1	-2	5	-11	2	95	-0.5	-1	-1	-3	-4
CCOc1ccc(C(=O)N2CCC(C(=O)c3ccc4c(c3)OCCO4)CC2)cc1	3	6	10	-5	95	1.5	-5	-2	2	-2
CCN(CCCNC(=O)Cn1cc2c(n1)CCCC2)c1cccc(C)c1	4	.	1	35	101	2.7	-8	0	-6	-2

Continued; the last 4 above are carried over.
SMILES	m5-HT2A agonist	PDI inh	ABHD5-PLIN5 inh	Granule exo inh	ABCB6 inh 2	MC4R barr agon	H9c2 protect	Glyco luc inh	MC4R antag cAMP	CaV13 FRET inh
Cc1ccc(C(=O)NCCNC(=O)COc2ccc(C)c(C)c2)cn1	-7	-1	3	-2	93	-2.3	2	2	-3	-7
CCOC(=O)c1ccc(/[N+]([O-])=C/c2ccccc2)cc1	-2	5	-11	2	95	-0.5	-1	-1	-3	-4
CCOc1ccc(C(=O)N2CCC(C(=O)c3ccc4c(c3)OCCO4)CC2)cc1	3	6	10	-5	95	1.5	-5	-2	2	-2
CCN(CCCNC(=O)Cn1cc2c(n1)CCCC2)c1cccc(C)c1	4	.	1	35	101	2.7	-8	0	-6	-2
CC(C)(C#CC(O)(c1ccccc1)c1ccccc1)N1CCCC1	-7	-3	-4	3	88	-0.7	6	-2	3	-20
CCCc1nc2ccccc2c(=O)n1CC(=O)c1ccc(F)cc1	1	-6	-9	-6	97	0.8	-6	-1	7	-1
Cc1ccc(-c2nc3[nH]c(=O)cc(NC(=O)c4cccs4)n3n2)cc1	4	-2	-3	7	100	4.4	-6	12	0	-16
CN(C)c1ccc(C=C2C(=O)OC(C)(C(C)(C)C)OC2=O)cc1 (configuration not stated)	4	-3	10	-3	104	-1.3	-5	1	0	.
CC(C)=C1C2CCC1C(C(=O)Nc1sc(C)c(-c3ccc(C(C)C)cc3)c1C(N)=O)C2C(=O)O (configuration not stated)	8	-5	-4	-3	100	5.3	-4	-4	3	-15
O=C(/C=C/c1ccccc1)Oc1cccc(C(=S)N2CCOCC2)c1	-3	-3	4	0	99	2.7	-17	1	16	-1
CSCCC(NC(=O)c1ccccc1)C(=O)NC1CC1 (configuration not stated)	-3	1	2	-2	94	-0.5	-3	4	15	-4
O=C(CSCc1ccccc1)Nc1nccs1	1	-2	-1	-6	102	-1.9	-3	5	4	-4
Cc1cccn2cc(-c3c[nH]c4ccccc34)nc12	-5	-3	4	5	98	-1.9	8	3	-11	-11
CCCCN=Cc1sc2ccc(OCC)cc2c1O	-2	-12	-8	0	88	0.1	3	0	-10	-4
Cc1cc(/C=C2\SC(=O)N(C)C2=O)c(C)n1-c1ccc(O)cc1	-2	28	5	2	101	-0.6	-14	-17	2	-20
CCOc1ccc(Nc2nc(Cc3nnc(SCC(=O)N(CC)CC)n3C)cs2)cc1	-1	14	-9	-3	93	-1.9	-1	3	-2	-4
Cc1ccccc1-n1ccnc1SCC(=O)O	17*	-1	-3	2	106	2.7	10	1	7	.
Cc1ccccc1NC(=O)/C=C/c1cccc(C(F)(F)F)c1	-9	-50	1	-3	100	2.1	-7	-2	6	-7
CCC(=O)N1c2ccc(S(=O)(=O)N3CCN(CC)CC3)cc2CC1C (configuration not stated)	6	5	-2	-9	100	-1.3	3	1	-6	-14
CCOC(=O)c1sc2nc(C)nc(SC(C)C(=O)NC3CC3)c2c1C (configuration not stated)	9	-6	-8	8	106	0.6	5	0	10	-6
O=C(NCC(=O)N(c1cccc(F)c1)C(C(=O)NC1CCCC1)c1ccncc1)c1cccs1 (configuration not stated)	3	7	3	-8	98	-1.9	5	-1	0	-4
CCCSc1nnc(-c2ccccc2N)c(=O)[nH]1	-2	-13	0	1	104	0.6	-5	-2	6	-8
CC(C)(C)C(O)(CC#CCN1CCCC1)c1ccccc1 (configuration not stated)	2	11	-1	0	91	0.2	-3	-2	0	-5
Cc1c(NC(=O)c2cc(Br)ccc2Cl)cccc1-n1cnnn1	7	4	0	10	100	-2.2	-1	1	14	-5
NNC(=O)C1CCCn2c1nc1sc3c(c1c2=O)CCCC3 (configuration not stated)	3	8	1	-1	95	-0.8	7	1	-2	-6
CCn1cc(C(=O)N2CCCC(C(=O)c3ccc4ccccc4c3)C2)cn1 (configuration not stated)	-4	-5	3	0	96	3.7	1	1	3	-3
Cc1ccc(S(=O)(=O)N2CCC(C(=O)OCc3ccc([N+](=O)[O-])cc3)CC2)cc1	1	-5	1	-3	103	-2.5	-3	0	3	-5
COCCn1c(SCC(=O)NC(C)c2ccccc2)nc2ccccc21 (configuration not stated)	-2	2	9	7	100	-2.3	-4	0	12	-3
O=C(C1CCC(CNS(=O)(=O)c2cccc3cccnc23)CC1)N1CCc2ccccc21 (configuration not stated)	-6	0	-7	-11	100	0.5	12	-1	12	-11
CCOc1cc(/C=C2\COc3ccccc3C2=O)cc(Br)c1OCC(=O)N(C)C	-3	8	77*	36	90	-3.0	-11	-17	17	-2
CC(C)(C)c1ccccc1NC(=O)CN1C(=O)NC2(CCCC2)C1=O	0	1	6	-17	102	-1.5	11	0	1	-3
CS(=O)(=O)N1CCC(C(=O)Nc2cc(Cl)c(Cl)cc2Cl)CC1	-1	-6	3	8	128	-0.4	9	2	-2	-19
CC1(C)C(c2ccccc2)=NC(c2ccc(F)cc2)N1O (configuration not stated)	-2	-4	0	2	98	-1.9	11	0	6	.
Cc1ccc(NC(=O)c2ccc([N+](=O)[O-])o2)cc1C	-2	2	3	1	97	0.0	-6	?	-6	-4
CCN1CCc2c(C#N)c(N3CCCCC3)nc(NCc3ccccc3)c2C1	-11	3	0	16	100	-1.5	3	2	1	-4
Cc1cc(Cl)ccc1C(=O)C1CCCN(C(=O)c2cccnc2C)C1 (configuration not stated)	5	-11	5	-1	99	1.9	6	1	6	-2
